Screening data from PubChem.
KCNQ1 act – potentiators or activators of human KCNQ1 potassium channel | P51787 | CHO-K1 KCNQ1, thallium flux FluxOR fluorescence; stronger effect = higher value | B-score at 10 µM | 0.35% of 310,000 active;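 active = fluorescence ratio B-score, a plate-corrected score, at least three library SD, with initial intensity B-score within 5 SD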
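Doses: Single concentration per compound, DMSO matched to controls | Test system: KCNQ1-transfected CHO-K1 cells | Timing: 90 min dye loading and 20 min compound exposure, both at room temperature | Measured by: Kinetic FluxOR thallium fluorescence, 10-s 1-Hz baseline, 110-s post-stimulus read | Medium: Assay buffer with matched DMSO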
KCNK9 inh – blocks the human KCNK9 two-pore domain potassium channel | B-score at 10 µM | HEK293 KCNK9, FluxOR thallium flux fluorescence; stronger effect = lower value | Q9NPC2 | 1.2% of 310,000 active | AID 488922;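 active = ratio B-score over 3 SD below the library mean, with starting fluorescence within 5 SD of its mean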;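 also: negative B-score means less thallium flux so channel inhibition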
GSK3A inh – inhibitors of human GSK-3 alpha kinase | inhibition, % at 10 µM | P49840 | AID 2650 | ADP-Glo luminescence, 60 min | 0.1% of 320,000 active;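 in the data active = inhibition above about 50%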;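 also: GST-tagged GSK-3 alpha with peptide substrate and 25 µM ATP; 0% = DMSO neutral wells and 100% = GW8510 positive control wells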
Target sequence (P49840 whole entry, looked up): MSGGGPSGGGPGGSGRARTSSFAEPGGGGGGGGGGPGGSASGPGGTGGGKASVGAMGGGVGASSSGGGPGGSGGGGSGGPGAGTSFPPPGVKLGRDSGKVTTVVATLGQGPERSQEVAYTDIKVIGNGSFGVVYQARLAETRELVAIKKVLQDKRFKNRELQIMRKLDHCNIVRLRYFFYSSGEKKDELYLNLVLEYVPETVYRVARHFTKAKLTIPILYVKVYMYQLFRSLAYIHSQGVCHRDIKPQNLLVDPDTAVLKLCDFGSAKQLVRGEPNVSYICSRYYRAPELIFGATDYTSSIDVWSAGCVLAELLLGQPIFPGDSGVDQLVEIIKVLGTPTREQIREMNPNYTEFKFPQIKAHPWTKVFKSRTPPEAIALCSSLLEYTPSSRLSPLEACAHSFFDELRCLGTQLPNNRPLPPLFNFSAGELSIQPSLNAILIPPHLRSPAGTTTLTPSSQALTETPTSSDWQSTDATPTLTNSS
PolyA inh – inhibitors of polyadenylation in S. cerevisiae; S. cerevisiae SKY197-pL101 polyadenylation reporter, beta-gal luminescence; efflux-impaired pdr1/pdr3 knockout yeast; score 100 = 6 SD above DMSO; calls only at 12 µM; 0.02% of 300,000 active;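 active = lowest replicate activity score at least 50, where 100 means six control SD above control mean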;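 also: yeast exposed to compound for 9 h at 30 °C; higher score means more reporter readthrough which indicates perturbed polyadenylation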
KCNK3 block – human KCNK3 channel inhibition, primary screen. O14649. AID 602410. B-score at 10 µM. CHO-KCNK3 thallium flux, FluxOR fluorescence; stronger effect = lower value. 0.84% of 340,000 active;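 active = B-score under library mean minus 4 SD, starting fluorescence ratio at most library mean plus 5 SD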;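 also: more negative B-score means stronger inhibition of thallium flux through KCNK3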
KCNQ1 inh – blocks the human KCNQ1 potassium channel; B-score at 10 µM; CHO-K1 KCNQ1, FluxOR thallium flux fluorescence; stronger effect = higher value; AID 2642; 1.3% of 310,000 active;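 active = compounds whose thallium flux B-score, printed positive for inhibition, exceeds three library SD while starting fluorescence stays within three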;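 also: channel opened by potassium depolarization with thallium stimulus after 20 min compound exposure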
hERG protect – compounds protecting human hERG from proarrhythmic drug block; 0.51% of 310,000 active; AID 1511; CHO-hERG, FluxOR thallium flux, dofetilide IC70 present; activation (rescue from dofetilide block), less the hit threshold, % at 10 µM; Q12809;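 active = activation above the mean of controls blocked by dofetilide plus 5 SD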;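 also: thallium influx through hERG after potassium depolarization seen as dye fluorescence rise; in these data hits start at about 4.7%; inactives centre near -7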
GSK3beta inhib – blocks human GSK3beta kinase activity; AID 2097; GST-GSK3beta kinase, ADP-Glo luminescence, 60 min; stronger effect = lower value; activity score (negative = inhibition), % at 10 µM; 0.038% of 300,000 active;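 active = more than half of replicate wells score below -50%, meaning over 50% inhibition versus plate controls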;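 also: 0% = median DMSO wells and -100% = median GW8510 positive control wells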
Target sequence (P49841 whole entry, looked up): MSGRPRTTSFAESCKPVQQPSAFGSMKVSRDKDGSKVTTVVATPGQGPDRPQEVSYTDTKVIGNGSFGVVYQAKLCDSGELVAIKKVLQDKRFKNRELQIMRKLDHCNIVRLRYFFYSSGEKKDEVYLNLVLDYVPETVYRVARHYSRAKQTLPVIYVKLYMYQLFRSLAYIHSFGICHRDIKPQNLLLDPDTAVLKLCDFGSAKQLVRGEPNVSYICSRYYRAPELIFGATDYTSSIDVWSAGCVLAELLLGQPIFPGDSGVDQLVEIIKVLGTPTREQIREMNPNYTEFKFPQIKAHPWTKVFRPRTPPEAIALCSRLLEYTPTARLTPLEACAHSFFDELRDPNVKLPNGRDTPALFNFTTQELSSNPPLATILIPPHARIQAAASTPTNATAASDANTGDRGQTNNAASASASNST
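Test system: GST-tagged human GSK3beta kinase, cell-free; evaluation: activity score scaled between in-plate DMSO and GW8510 controls; measured by: ADP-Glo luminescence; incubation: 60 min reaction, RT; benchmarks: DMSO and 20 µM GW8510; reagent: peptide substrate plus 25 µM ATP (final); medium: Tris/MgCl2 kinase buffer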
RGS4 pot – RGS4 potentiation or activation | HEK293 M3R/inducible RGS4, carbachol calcium flux Fluo4; stronger effect = lower value | B-score at 10 µM | 0.92% of 310,000 active | AID 463111;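 active = B-score of the integrated calcium signal more than 4 SD below the library mean, with starting fluorescence not abnormally high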;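 also: negative B-score means reduced calcium response which marks RGS4 activation or potentiation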
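Material: Inducible-RGS4 HEK293 cells carrying M3 receptor; also added: carbachol at ECmax as muscarinic agonist stimulus; incubation: compound preincubation 20 min at room temperature before agonist; signal: Fluo4-AM (2 µM) calcium-flux fluorescence, kinetic read; measure: integrated calcium ratio converted to B score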
Dyrk1A ADPGlo – inhibitors of rat Dyrk1A kinase; AID 504441; ADP-Glo luminescence, NFATc1 peptide; 0.43% of 310,000 active; inhibition, % at 12.5 µM; Q63470; in the data active = inhibition above about 50%;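 also: plate controls were vehicle with enzyme for no effect and no enzyme for full effect; many of its hits are not listed in these tables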
RGS4 block – human RGS4 inhibition; 0.45% of 310,000 active; P49798; B-score at 10 µM; HEK293 M3R/RGS4 inducible, Fluo-4 calcium flux; stronger effect = higher value; triggered by carbachol at its EC20;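 active = B-score, a plate-corrected calcium signal, over three deviations above library mean, with baseline fluorescence within five deviations of library mean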;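 also: RGS4 expression induced by doxycycline in cells with stable M3 receptor; B-score is computed from the integrated fluorescence ratio over baseline after carbachol; higher B-score means a larger calcium signal and so more RGS4 inhibition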
Target sequence (P49798 whole entry, looked up): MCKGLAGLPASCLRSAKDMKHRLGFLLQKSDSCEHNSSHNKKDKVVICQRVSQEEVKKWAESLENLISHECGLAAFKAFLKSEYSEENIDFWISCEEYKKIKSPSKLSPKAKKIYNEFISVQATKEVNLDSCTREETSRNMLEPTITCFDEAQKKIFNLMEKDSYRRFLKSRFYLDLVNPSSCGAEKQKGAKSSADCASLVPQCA
Numbers without * were called inactive; i = inactive; x = no result given. A portion of the library; count on the stated rates, not on these rows.

SMILES	KCNQ1 act	KCNK9 inh	GSK3A inh	PolyA inh	KCNK3 block	KCNQ1 inh	hERG protect	GSK3beta inhib	RGS4 pot	Dyrk1A ADPGlo	RGS4 block
O=C(N/N=C/c1cccc(Cl)c1)C1CCCC1	i	i	0	i	i	i	-4	0	i	-4	i
COc1ccc(-c2nn(-c3ccccc3)cc2C(=O)Nc2nccs2)cc1OC	i	i	6	i	i	i	-18	-2	i	7	i
CCOc1ccc(OCc2ccc(C(=O)NC(C)C)o2)cc1	i	i	2	i	i	i	-10	-2	i	2	i
CCOC(=O)N1CCN(CC(=O)c2ccc3c(c2)CCN3)CC1	i	i	0	i	i	i	-11	1	i	-2	i
Brc1cccc(OCCN2CCc3ccccc3C2)c1	i	i	3	i	i	i	-9	0	i	-2	i
CSc1nc2nc3c(cc2c(=O)[nH]1)C(O)Oc1ccc(C)cc1-3 (stereo not drawn)	i	i	2	i	i	i	-11	2	i	-2	i
CCOc1ccc(CCNC(=O)COC(=O)CCS(=O)(=O)c2ccc(C)cc2)cc1OCC	i	i	2	i	i	i	-7	2	i	-5	i
Cc1cc(Cl)c(OCCOCCN2CCNCC2)c(Cl)c1	i	i	3	i	i	i	-3	4	i	5	i
CCCc1cc(=O)n2[nH]c(NCc3ccc(OC)cc3)nc2n1	i	i	0	i	i	i	-7	3	i	-5	i
COc1ccc(C(=O)NC2CC(C)(C)Cc3c2cnn3-c2ccccc2C)o1 (stereo not drawn)	i	i	-1	i	i	i	-10	0	i	-2	i
O=C(/C(=C/O)N=Nc1ccccc1Cl)c1ccccc1	i	i	0	i	i	i	-9	3	i	3	i
CN(/N=C/c1cccnc1)c1cnc2ccccc2n1	i	i	-1	i	i	i	-10	-3	i	49	i
COCCn1c(C)cc(C(=O)COc2ccc(C)nc2[N+](=O)[O-])c1C	i	i	-5	i	i	i	-5	1	i	3	i
Cc1c(CCOC(=O)C23CC4(C)CC(C)(CC(C)(C4)C2)C3)sc[n+]1CC(=O)c1ccccc1	i	i	5	i	i	i	-7	-2	i	-1	i
N#Cc1cc2c(=O)n3ccccc3nc2n(-c2ccccc2Cl)c1=O	i	i	0	i	i	i	-2	-1	i	0	i
Cn1c(N)c(C(=O)COC(=O)C2(c3ccccc3F)CCCC2)c(=O)n(C)c1=O	i	i	1	i	i	i	-4	1	i	17	i
COc1ccc(C(=O)Nc2cccnc2Sc2ccc(Cl)cc2)cc1	i	i	1	i	i	i	-7	2	i	x	i
O=C(c1ccc(Cl)cc1)N1N=CCC1(O)c1ccc(Cl)cc1 (stereo not drawn)	i	i	-3	i	i	i	-14	2	i	x	i
CCSc1nnc2nc3[nH]c4c(C)cccc4c3nn12	i	i	-7	i	i	i	-4	-5	i	-2	i
O=C(Nc1ncc(Cc2cccc(Cl)c2Cl)s1)c1ccc([N+](=O)[O-])cc1	i	i	0	i	i	i	-5	-7	i	-14	i
CC(C)C(C(=O)NC1CCCC1)N(CC1CCCO1)C(=O)CNS(=O)(=O)c1ccccc1 (stereo not drawn)	i	i	-1	i	i	i	-6	2	i	-4	i
CCCCOc1ccc(-c2c(C#N)c(N)nc(SCC(N)=O)c2C#N)cc1	i	i	0	i	i	i	-6	-6	i	7	i
Cc1ccccc1C(=O)Nc1nnc(CC(=O)N/N=C/c2ccco2)s1	i	i	-3	i	i	i	-8	-2	i	-6	i
CCN1CCN(c2ccc(NC(=O)c3ccc4c(c3)[nH]c(=O)n4Cc3ccc(F)cc3)cc2)CC1	i	i	-2	i	i	i	-12	-1	i	-4	i
O=C(Nc1ccc(F)cc1)c1ccc(NC(=O)C2CCCO2)cc1 (stereo not drawn)	i	i	4	i	i	i	-5	1	i	-4	i

Another view of part of the listing above.
Value order: KCNQ1 act, KCNK9 inh, GSK3A inh, PolyA inh, KCNK3 block, KCNQ1 inh, hERG protect, GSK3beta inhib, RGS4 pot, Dyrk1A ADPGlo, RGS4 block
> O=C(N/N=C/c1cccc(Cl)c1)C1CCCC1
    i, i, 0, i, i, i, -4, 0, i, -4, i
> Brc1cccc(OCCN2CCc3ccccc3C2)c1
    i, i, 3, i, i, i, -9, 0, i, -2, i
> CCCCOc1ccc(-c2c(C#N)c(N)nc(SCC(N)=O)c2C#N)cc1
    i, i, 0, i, i, i, -6, -6, i, 7, i

Single values from the list.
Result for CCCc1cc(=O)n2[nH]c(NCc3ccc(OC)cc3)nc2n1 under Dyrk1A ADPGlo: -5
Result for O=C(/C(=C/O)N=Nc1ccccc1Cl)c1ccccc1 under hERG protect: -9
Result for CCCCOc1ccc(-c2c(C#N)c(N)nc(SCC(N)=O)c2C#N)cc1 under hERG protect: -6
Result for CCOC(=O)N1CCN(CC(=O)c2ccc3c(c2)CCN3)CC1 under GSK3beta inhib: 1
Result for COCCn1c(C)cc(C(=O)COc2ccc(C)nc2[N+](=O)[O-])c1C under GSK3A inh: -5
Result for CN(/N=C/c1cccnc1)c1cnc2ccccc2n1 under GSK3beta inhib: -3

Carrying on.
SMILES	KCNQ1 act	KCNK9 inh	GSK3A inh	PolyA inh	KCNK3 block	KCNQ1 inh	hERG protect	GSK3beta inhib	RGS4 pot	Dyrk1A ADPGlo	RGS4 block
CCCCCCN1C=CC=C/C1=C\C=C(C#N)C#N	i	i	-2	i	i	i	-11	-4	i	5	i
O=C(NCCO)c1cc2c(s1)CCC2	i	i	0	i	i	i	-1	-1	i	-7	i
Clc1ccc(CNc2ncccn2)cc1	i	i	-1	i	i	i	-8	-5	i	-1	i
COc1cc(C(=O)Nc2ccc(Br)cc2C(=O)c2cc(OC)c(OC)c(OC)c2)cc(OC)c1OC	i	i	-5	i	i	i	-6	3	i	2	i
COc1ccccc1C(=O)Nc1ccccc1C(=O)NC1CCCCC1	i	i	1	i	i	i	-5	-3	i	-4	i
COc1ccc(C)cc1S(=O)(=O)N1CCCCCC1	i	i	0	i	i	i	-7	1	i	14	i
Cc1cccc2cc(CN(Cc3ccccc3)C(=S)NCCCN(C)C)c(=O)[nH]c12	i	i	3	x	i	i	-13	7	i	4	i
O=[N+]([O-])c1ccc(N/N=C/c2ccccc2)cc1	i	i	-1	i	i	i	-4	1	i	10	i
CCCCN(C(=O)CSc1nnnn1-c1ccccc1OC)C1CCS(=O)(=O)C1 (stereo not drawn)	i	i	1	i	i	i	-6	-2	i	x	i
Cc1nc2ccc([N+](=O)[O-])cc2c(=O)n1Cc1ccc([N+](=O)[O-])cc1	i	i	-1	i	i	i	2	3	i	-5	i
Cc1ccc(SC(C)C(=O)N2CCC(C(N)=O)CC2)cc1 (stereo not drawn)	i	i	-1	i	i	i	-2	-5	i	x	i
CCCC(=O)Nc1ccc(C(=O)NNC(=S)NC(=O)c2ccc(Br)o2)cc1	i	i	-2	i	i	i	-12	-1	i	0	i
O=C(Nc1ccc2c(c1)OCO2)c1cccs1	i	i	-1	i	i	i	-8	-4	i	0	i
CCOC(=O)c1ccc(CNC(=O)CSc2nnnn2-c2ccc(Cl)cc2)o1	i	i	0	i	i	i	-5	-1	i	-2	i
COC(=O)c1ccc(OC)cc1OCC(=O)N1CCN(c2ccc(F)cc2)CC1	i	i	6	i	i	i	-12	-4	i	-2	i
COc1ccc2nc(/N=C/c3c(C)[nH]n(-c4ccc(C)cc4C)c3=O)sc2c1	28*	i	0	i	i	i	56*	-1	i	10	i
Oc1oc(-c2ccccc2)nc1/C=N/c1nccs1	12*	i	-1	i	i	i	0	1	i	-1	i
Cc1ccc(CN2CCNC(=O)C2CC(=O)NCCCn2cccn2)o1 (stereo not drawn)	i	i	-1	i	i	i	-9	1	i	-4	i
O=C(c1ccc(CS(=O)(=O)c2ccc(Br)cc2)o1)N1CCCCCC1	i	i	2	i	i	i	-2	-2	i	16	i
COc1ccc(OC)c(NC(=S)N2CCN(c3ccccn3)CC2)c1	i	i	0	i	i	i	-10	1	i	-1	i
Cc1[nH]nc(-c2ccc(OCc3cnn(-c4ccccc4)c3)c(C)c2O)c1Oc1ccccc1	i	i	0	i	i	i	-7	-2	i	3	i
CC(C)c1ccc(N=C2N=C(N)c3ccccc32)cc1	i	i	0	i	i	i	-10	-1	i	8	i
O=C1c2ccccc2NC(c2cccc(F)c2)N1Cc1ccccc1 (stereo not drawn)	i	i	0	i	i	i	-8	0	i	-4	i
COc1ccccc1S(=O)(=O)n1cc(Cc2ccccc2)c(N)n1	i	i	-2	i	i	i	-9	-2	i	14	i
COc1ccc(C(=O)Nc2cc(OC)cc3cccnc23)cc1	i	i	-3	i	i	i	-3	0	i	-1	i
Next compounds follow.
SMILES	KCNQ1 act	KCNK9 inh	GSK3A inh	PolyA inh	KCNK3 block	KCNQ1 inh	hERG protect	GSK3beta inhib	RGS4 pot	Dyrk1A ADPGlo	RGS4 block
Cc1cc(NC(=O)CCSc2nc(-c3ccco3)cc(C(F)(F)F)n2)n(-c2ccccc2)n1	i	i	26	i	i	i	-13	1	i	-2	i
Cc1cccc(NS(=O)(=O)c2cc(C(=O)N3CCOCC3)ccc2Cl)c1	i	i	-1	i	i	i	-3	-3	i	0	i
COc1ccc(CNC(=O)/C=C/C(=O)O)cc1	i	i	-2	i	i	i	-7	2	i	-2	i
COc1ccc(OC)c(S(=O)(=O)N2CCC(C(=O)N3CCOCC3)CC2)c1	i	i	-2	i	i	i	-6	2	i	-6	i
CCCn1c(=O)n(C)c(=O)c2c(SCc3cc(C(C)=O)ccc3OCC)nc(C3CC3)nc21	i	i	-1	i	x	i	-13	-1	i	x	i
O=C(COc1ccc(Cl)cc1)N1CCN(S(=O)(=O)c2ccccc2)CC1	i	i	2	i	i	i	-8	-5	i	1	i
CCOC(=O)c1cnn(-c2cc(C)cc(C)c2)c1N	i	i	-7	i	i	i	-11	-3	i	-15	i
Cc1cccc(N(CC(=O)NC(C)(C)C)C(=O)CCC(=O)Nc2ccccn2)c1	i	i	14	i	i	i	-10	5	i	-4	i
COc1ccc(C(=O)C2CCCN(Cc3cccn3-c3ccccn3)C2)c(C)c1 (stereo not drawn)	i	i	3	i	i	9*	-24	-6	i	5	i
Cc1ccc(CN2CCN(Cc3ccc4cc(F)ccc4n3)CC2CCO)o1 (stereo not drawn)	i	i	-2	i	i	i	-18	-1	i	-7	i
CNc1cnn(-c2ccc(C)cc2)c(=O)c1Cl	i	i	1	i	i	i	-5	0	i	3	i
